High-throughput results: PubChem, several laboratories
NPY-Y2 PAM-ag = potentiators or agonists of human neuropeptide Y receptor Y2; P49146; cells expressing NPY-Y2, potentiator/agonist read-out; activation, % at 3.6 µM; 220,000 tested, 0.45% active; in the data active = activation above about 27%;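 note: cells stimulated with NPY near EC25 plus isoproterenol at EC100; 0% = vehicle plus submaximal agonist and 100% = vehicle plus saturating agonist; some results beyond the cut were filed as inactive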
Runt-SMMHC FRET = blocks binding of human RUNX1 Runt domain to CBFb-SMMHC; 220,000 tested, 0.74% active; Cerulean-Runt/Venus-CBFb-SMMHC FRET ratio 530/480, 1 h; inhibition, % at 20 µM; Q01196+Q13951; AID 1434;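 active = mean inhibition across duplicate retests at 20 µM reaching about 50%, limit read from the data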;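 note: 0% = DMSO wells and 100% = wells with excess untagged CBFb-SMMHC; inhibitors lower the FRET ratio by blocking Runt binding to CBFb-SMMHC; some results filed as inactive read as strong as hits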
NPY-Y1 antag = blocks the human neuropeptide Y Y1 receptor. HEK293-CNG Y1 cells, membrane potential fluorescence; NPY at EC95, then isoproterenol. inhibition, % at 3.6 µM. 200,000 tested, 1% active;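 active = inhibition above the campaign mean inhibition of all tested compounds plus 3 SD, cut at about 20% in these data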;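 note: 0% = DMSO wells given NPY plus isoproterenol and 100% = isoproterenol alone without NPY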
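Benchmarks – high control isoproterenol alone, low control NPY with isoproterenol · Material – HEK293 Y1/CNG channel cell line · Times – dye 3 h, compound 60 min room temperature, stimulation 45 min · Probe or stimulus – NPY (25 nM), isoproterenol (1 µM), Ro 20-1724 (25 µM) · Evaluation – % inhibition of NPY effect · Signal – fluorescence, membrane potential probe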
MDM2 E3 inh = inhibitors of human Mdm2 E3 ubiquitin ligase; 210,000 tested, 0.11% active; AID 1230; cell-based MDM2 ubiquitination luciferase reporter, 2 h; 0 = plate control, 100 = twice control, blank-subtracted; signal enhancement, % at 5 µM; Q00987;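 active = signal enhancement of 30% or more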;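 note: luminescence tracks abundance of the self-degrading MDM2-luciferase fusion protein; higher signal means inhibition of MDM2 E3 ligase activity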
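Buffer or medium: Cells held in DMEM | Assay system: Stable mammalian line carrying autodegrading MDM2–luciferase fusion reporter | Quantity: 2000 cells/well | Times: 4 h settle plus 2 h compound, 37 °C | Doses: One concentration, 5 µM, with 0.2% DMSO | Technique: Luminescence with SteadyLite reagent, 15 min at room temperature | Benchmarks: Plate controls and plate blanks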
Hck Nef HTS = blocks Nef-activated human Hck kinase; P08631; Recombinant Hck-YEEI plus Nef, Z-Lyte FRET kinase assay; inhibition, % at 20 µM; 220,000 tested, 0.68% active; AID 463187;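 active = Hck-Nef kinase inhibition above about 50%, limit read from the data; inactive = inhibition below that limit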;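 note: 0% = DMSO with Hck plus Nef and 100% = Hck alone without Nef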
Runt-CBFb FRET = Runt domain-CBFb interaction inhibition; Cerulean-Runt/Venus-CBFb FRET ratio 530/480, 1 h; inhibition, % at 20 µM; 220,000 tested, 0.46% active; AID 1496;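 active = inhibition over about 50% at 20 µM in the single-dose screen, limit read from the data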;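 note: 0% = DMSO wells and 100% = excess unlabeled CBFb competitor control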
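test system = Cerulean-tagged RUNX1 Runt domain (FRET donor) fusion protein | reagent = Venus-CBFb binding partner, 100 nM | incubation = protein complex preformed 1 h, compound exposure 1 h, room temperature, dark | detection = FRET fluorescence | read-out basis = loss of energy transfer signal | controls = 5 µM unlabeled CBFb as full-inhibition high control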
NPY1 pot ag = potentiators or agonists of human neuropeptide Y receptor Y1 | P25929 | NPY-Y1 expressing cells, potentiator/agonist activation | activation, % at 3.6 µM | 220,000 tested, 0.37% active | AID 1304; in the data active = activation above about 33%, passing the limit was not always enough;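 note: cells stimulated with NPY at EC10 then isoproterenol at EC100; 0% = low agonist plus stimulus and 100% = saturating agonist plus stimulus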
p97 ATPase inh = inhibitors of human p97 ATPase; P55072; recombinant p97 ATPase, Kinase-Glo ATP luminescence, 3 h; inhibition, % at 8 µM; 220,000 tested, 0.42% active; in the data active = inhibition above about 15%;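 note: 0% = DMSO vehicle and 100% = wells lacking enzyme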
Target sequence (P55072 whole entry, looked up): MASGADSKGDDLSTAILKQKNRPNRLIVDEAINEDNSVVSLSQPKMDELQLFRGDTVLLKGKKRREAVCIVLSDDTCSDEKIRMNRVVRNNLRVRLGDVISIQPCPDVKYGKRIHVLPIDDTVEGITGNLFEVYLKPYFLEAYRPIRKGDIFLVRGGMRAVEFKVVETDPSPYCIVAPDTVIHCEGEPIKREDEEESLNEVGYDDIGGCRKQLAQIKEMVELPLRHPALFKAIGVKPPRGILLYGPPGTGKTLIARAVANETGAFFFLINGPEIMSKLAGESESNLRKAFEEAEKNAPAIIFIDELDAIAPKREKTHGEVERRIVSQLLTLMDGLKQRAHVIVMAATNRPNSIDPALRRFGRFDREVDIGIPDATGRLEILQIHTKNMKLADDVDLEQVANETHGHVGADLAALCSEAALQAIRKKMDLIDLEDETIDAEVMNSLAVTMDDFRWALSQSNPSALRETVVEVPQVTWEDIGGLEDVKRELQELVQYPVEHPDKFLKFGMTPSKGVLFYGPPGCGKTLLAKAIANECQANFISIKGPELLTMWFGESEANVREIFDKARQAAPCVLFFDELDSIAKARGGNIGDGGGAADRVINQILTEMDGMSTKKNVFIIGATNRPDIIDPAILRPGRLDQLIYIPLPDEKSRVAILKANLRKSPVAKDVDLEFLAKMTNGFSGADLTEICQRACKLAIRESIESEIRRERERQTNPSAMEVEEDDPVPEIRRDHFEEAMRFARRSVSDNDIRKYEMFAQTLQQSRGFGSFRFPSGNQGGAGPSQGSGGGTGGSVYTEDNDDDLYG
RBBP9 inhibitor = blocks human serine hydrolase RBBP9; O75884; recombinant RBBP9, FP-Rh probe fluorescence polarization; inhibition, % at 7.94 µM; 220,000 tested, 0.2% active;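 active = inhibition above the campaign mean of all tested compounds plus 3 SD, cut at about 14% in these data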;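 note: plate controls were DMSO wells with RBBP9 for no effect and wells lacking RBBP9 protein for full effect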
Target sequence (O75884 whole entry, looked up): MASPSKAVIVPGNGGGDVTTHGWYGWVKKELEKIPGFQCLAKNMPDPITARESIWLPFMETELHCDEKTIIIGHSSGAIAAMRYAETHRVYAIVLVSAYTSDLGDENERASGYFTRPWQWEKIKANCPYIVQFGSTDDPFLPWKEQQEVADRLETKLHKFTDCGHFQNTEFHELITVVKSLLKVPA
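system = RBBP9 protein | input = RBBP9 at 2.5 µM in dispensed solution, before mixing | measured by = fluorescence polarization (mP), excitation 525 nm, emission 598 nm | incubation = enzyme-compound preincubation 30 min, then probe labeling 45 min, 25 °C | buffer or medium = Tris-NaCl-Pluronic buffer, pH 8.0 | compound = single dose 7.94 µM | also added = FP-Rh probe, 375 nM dispensing solution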
* = called active by the depositor; . = not tested or not shown.

SMILES	NPY-Y2 PAM-ag	Runt-SMMHC FRET	NPY-Y1 antag	MDM2 E3 inh	Hck Nef HTS	Runt-CBFb FRET	NPY1 pot ag	p97 ATPase inh	RBBP9 inhibitor
CCOC(=O)C(CC)Sc1nnc2cc(C)c3ccccc3n12 (configuration not stated)	-17	.	-2	.	-8	.	6	-5	-8
Cc1cc(C(=O)N/N=C/C=C/c2ccccc2)n[nH]1	-14	1	.	-11	26	-1	-14	4	-10
Cc1ccc(S(=O)(=O)C(F)(F)F)cc1NC(=O)c1cccnc1	9	2	-5	-12	0	-2	-7	7	-2
COC(=O)C1=C(C)Nc2c(c(=O)n(C)c(=O)n2C)C1c1ccc(Cl)cc1 (configuration not stated)	-4	9	-3	3	9	4	16	7	-9
O=c1c(C=Nc2ccc(Oc3ccccc3)cc2)c[nH]n1-c1cccc(Cl)n1	-7	-12	-6	-15	3	-6	-37	3	-2
CCOC(=O)c1c(/N=C/c2cc(C)ccc2O)sc2c1CCN(C)C2	-5	60*	0	-16	2	50*	-2	4	3
Cc1ccc(C2Nc3cccc4cccc(c34)N2)s1	5	-81	-1	-10	-1	-15	18	7	1
CC(C)CC1CCCCC1OC(=O)C[N+]1(C)CCCCC1 (configuration not stated)	-8	14	-4	-9	20	-16	-2	4	3
COc1ccc(-n2c(SCC(=O)Nc3nccs3)nc3c(c2=O)SC(C)C3)cc1 (configuration not stated)	-6	0	6	4	1	2	16	3	-9
COCCN(CCOC)S(=O)(=O)c1ccc(C(=O)NCCCN2CCOCC2)cc1	11	-1	1	2	-4	0	10	5	-7

Already shown: two of the compounds above.
SMILES	NPY-Y2 PAM-ag	Runt-SMMHC FRET	NPY-Y1 antag	MDM2 E3 inh	Hck Nef HTS	Runt-CBFb FRET	NPY1 pot ag	p97 ATPase inh	RBBP9 inhibitor
CCOC(=O)C(CC)Sc1nnc2cc(C)c3ccccc3n12 (configuration not stated)	-17	.	-2	.	-8	.	6	-5	-8
Cc1cc(C(=O)N/N=C/C=C/c2ccccc2)n[nH]1	-14	1	.	-11	26	-1	-14	4	-10

Carrying on:
SMILES	NPY-Y2 PAM-ag	Runt-SMMHC FRET	NPY-Y1 antag	MDM2 E3 inh	Hck Nef HTS	Runt-CBFb FRET	NPY1 pot ag	p97 ATPase inh	RBBP9 inhibitor
CN1CCN(CCCNC(=O)Nc2cccc3ccccc23)CC1	1	-4	0	-20	1	-1	1	5	0
CCOC(=O)Cc1nnc(NC(=O)CSc2nc3ccccc3[nH]2)s1	-15	0	.	.	1	2	-3	2	-7
COc1cccc(NC(=O)Nc2nnc(N3C(C)CCCC3C)s2)c1 (configuration not stated)	-3	0	.	-6	-6	3	7	4	0
Cc1ccc(C(=O)Nc2cccc(C(F)(F)F)c2)cc1NC(=O)c1ccno1	.	0	.	25	75*	1	.	.	.
COc1ccc(S(=O)(=O)n2ccc(-c3ccc4c(c3)CCC(C)(C)O4)n2)cc1	-12	-1	.	-17	5	-1	14	0	6
Cc1ccc(SC2=C(Sc3ccc(C)cc3)C(=O)c3ccccc3C2=O)cc1	19	31	.	2	-133	30	-1	7	6
Cc1ccccc1C(=O)OCCN(C)Cc1ccccc1	4	-2	8	-3	10	-3	-5	0	6
Cc1nc2ccc(-c3nc4ccc(N)cc4[nH]3)cc2[nH]1	-2	2	-2	-20	25	1	14	0	8
NNC(=O)C(Cc1ccccc1)NC(=O)OCc1ccccc1 (configuration not stated)	-4	-4	6	1	15	0	1	-9	-7
CCS(=O)(=O)c1ccc2oc(SCC(=O)c3ccco3)nc2c1	-3	0	2	-3	0	0	10	-4	-5
Cc1cccc(OCC(=O)Nc2ccc(N3CCN(C(=O)c4ccco4)CC3)cc2)c1C	8	-9	-3	-5	16	-2	33	-1	2
Cc1cccc2cc(CNCc3ccccc3)c(Cl)nc12	-5	0	3	2	19	0	0	-1	0
CCCn1nc(NC(=O)c2ccccn2)c2cc3cc(C)ccc3nc21	7	94*	1	-3	12	48	13	-3	-4
C=CCn1c(=N)c(C#N)cc2c(=O)n3ccccc3nc21	-8	75*	0	-4	37	-1	-5	-2	-7
CC(C)CNC(=O)c1ccccc1SCC(=O)NC12CC3CC(CC(C3)C1)C2	-23	12	2	-7	1	-1	-7	1	-4
CC(NC(=O)COC(=O)Cc1ccc(-c2ccccc2)cc1)c1ccccc1 (configuration not stated)	-7	-4	9	2	4	-2	11	-5	1
Cc1nc(SCC(=O)Nc2cc(C)on2)c2c(C)c(C)sc2n1	3	-8	12	-11	6	-1	0	-3	-10
CCCCC1=CC2=C(c3ccco3)C(=O)C(C)(OC(=O)c3ccc(OC)cc3)C(=O)C2=CN1c1ccc(OC)cc1 (configuration not stated)	.	-8	.	9	33	-17	.	.	.
Cc1c(Br)c([N+](=O)[O-])nn1CC(=O)N1CCc2ccccc21	5	4	2	-13	15	-1	-17	2	-5
CCCc1c(O)nc(SCc2ccccc2)[nH]c1=O	-41	-8	11	-10	1	0	-48	-3	-7
CC1(C)CC2CC(C)(CN2S(=O)(=O)c2ccc(C(=O)Nc3cc(S(=O)(=O)N4CCOCC4)ccc3Cl)cc2)C1 (configuration not stated)	7	5	0	10	2	-36	12	4	-3
CCn1c(=O)c(C(=O)CN2CCOCC2)c(N)n(Cc2ccccc2)c1=O	10	-9	5	-12	2	-1	14	5	-7
CNNC(=S)NC1CC2CC1C1C=CCC21 (configuration not stated)	-8	-5	.	-20	0	0	9	9	3
COC(=O)CSc1nn(-c2ccc(F)cc2)c(=S)s1	-8	-2	7	-13	21	-1	-7	1	-3
Cc1cccc(NC(=O)CSc2cc(C)c(C#N)c3nc4ccccc4n23)c1	0	80*	.	.	38	30	0	11	-5
Cc1cccc(N(CC(=O)NCCSCc2ccccc2)S(C)(=O)=O)c1	-28	1	3	-91	11	-1	6	-5	-8
CN(c1cccc(NC(=O)COc2ccc(Cl)cc2Cl)c1)S(C)(=O)=O	-17	0	5	-5	6	-4	-32	-5	-6
CN(C)c1ccc(N/C(N)=N/c2nc(C(F)(F)F)cc(C(F)(F)F)n2)cc1	-1	19	-2	-7	34	1	-4	4	2
CC(C)C1Nc2c(O)cc(Cl)c([N+](=O)[O-])c2C2C=CCC21 (configuration not stated)	-2	.	0	1	33	.	16	5	9
CCC(=O)Nc1cccc(NC(=S)NC(=O)Cc2ccccc2)c1	-4	-2	2	-6	1	-2	-3	-5	-3
CS(=O)(=O)N1CCc2cc(S(=O)(=O)N3CCCCC3)ccc21	-6	0	4	-2	16	-2	-10	2	-4
CC(C)CCN1CCN(CCCn2cccn2)CC1CCO (configuration not stated)	2	-5	-3	-21	-3	3	2	2	-2
Cc1cc(=O)[nH]c(CN2CCC(c3ccccc3)CC2)n1	8	0	-3	-11	0	0	3	2	-4
Cc1onc(-c2ccncc2)c1C(=O)O	12	4	0	-6	1	-2	24	0	-10
CCCNC(=O)C(CC)NS(=O)(=O)c1ccc(OC)cc1 (configuration not stated)	12	2	-3	-10	1	1	-2	2	-11
Cc1ccc(NC(=O)CCNC(=O)c2ccco2)cc1F	-8	0	-1	5	6	1	4	3	-5
CC(=O)Nc1nc(C)c(CCCOc2ccc([N+](=O)[O-])cc2)c(=O)[nH]1	-1	-2	.	-23	5	-1	4	4	-7
O=C(Nc1ccccc1)N1N=C(c2cccs2)CC1c1cccs1 (configuration not stated)	-9	2	3	-9	-1	-1	-6	5	2
COc1ccc(S(=O)(=O)N(CCN2CCOCC2)Cc2cc(OC)ccc2OC)cc1	-7	-1	4	0	1	-2	-17	-6	-2
Cc1cc2ccccc2n1CCNC(=O)C1CCCC1	20	-35	-3	-13	1	-11	-12	2	-8
COc1cc(NC(=O)/C=C/c2ccccc2)c(C(=O)O)cc1OC	10	-4	.	-22	16	-1	8	5	-1
O=c1cc(CSc2ccc([N+](=O)[O-])cc2)nc2sccn12	14	-7	1	-4	16	10	4	5	-4
C=CCN(C(=O)CNC(=O)c1ccco1)C(C(=O)NC1CCCCC1)c1ccc(OC)cc1OC (configuration not stated)	14	3	1	-17	3	-1	-1	2	-4
CCOc1ccc(C(=O)N/N=C/c2cc([N+](=O)[O-])cs2)cc1	-8	1	2	-9	2	0	2	2	-7
Cc1csc(NC(=O)CCNS(=O)(=O)c2ccc3c(c2)c(=O)n(C)c(=O)n3C)n1	7	-5	3	5	1	-4	2	6	-10
Cc1cc(C)c2nc3sc(C(=O)N4CCOCC4)c(N)c3cc2c1	5	-70	.	.	-3	16	14	7	5

In the list so far, these have a COOH group.
SMILES	NPY-Y2 PAM-ag	Runt-SMMHC FRET	NPY-Y1 antag	MDM2 E3 inh	Hck Nef HTS	Runt-CBFb FRET	NPY1 pot ag	p97 ATPase inh	RBBP9 inhibitor
Cc1onc(-c2ccncc2)c1C(=O)O	12	4	0	-6	1	-2	24	0	-10
COc1cc(NC(=O)/C=C/c2ccccc2)c(C(=O)O)cc1OC	10	-4	.	-22	16	-1	8	5	-1

Random excerpt: 4 compounds from above
SMILES	NPY-Y2 PAM-ag	Runt-SMMHC FRET	NPY-Y1 antag	MDM2 E3 inh	Hck Nef HTS	Runt-CBFb FRET	NPY1 pot ag	p97 ATPase inh	RBBP9 inhibitor
CS(=O)(=O)N1CCc2cc(S(=O)(=O)N3CCCCC3)ccc21	-6	0	4	-2	16	-2	-10	2	-4
Cc1cc(C(=O)N/N=C/C=C/c2ccccc2)n[nH]1	-14	1	.	-11	26	-1	-14	4	-10
CC(C)CNC(=O)c1ccccc1SCC(=O)NC12CC3CC(CC(C3)C1)C2	-23	12	2	-7	1	-1	-7	1	-4
Cc1cccc(OCC(=O)Nc2ccc(N3CCN(C(=O)c4ccco4)CC3)cc2)c1C	8	-9	-3	-5	16	-2	33	-1	2
